Peg3 promoter: reduces Peg3 promoter-driven luciferase expression in HeLa; 360,000 compounds, 1.7% hits; AID 588405; inhibition, % at 20 µM; HeLa PEG-Prom luciferase reporter, luminescence, overnight;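 active means inhibition of at least 50% at 20 µM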
Shn3 3UTR inh: Schnurri-3 reporter inhibition in Clone20 osteoblasts. 360,000 compounds, 0.52% hits. Clone20 osteoblast Shn3 3'UTR firefly luciferase, 24 h. inhibition, % at 12.5 µM;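 active means mean inhibition of at least 75% with every replicate also reaching 75%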;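 further: 0% = median of neutral control wells and 100% = pilot-screen positive control compound; some compounds past the cut are filed as inactive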
KKLEB cytotox: reduces viability of KKLEB cystic fibrosis airway cells | activity change (cytotoxicity), % at 5 µM | AID 602141 | KKLEB CF airway cells viability, ATPlite luminescence, overnight; stronger effect = lower value; cells stimulated with P. aeruginosa culture filtrate | 360,000 compounds, 0.36% hits;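 active means corrected activity change at or below -50% at 5 µM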
NR2E3 ag-1: activates human NR2E3 receptor; Q9Y5X4; CHO-S Gal4-NCOR/VP16-NR2E3 two-hybrid, luciferase; inhibition of corepressor binding, % at 3.98 µM; 360,000 compounds, 0.35% hits; AID 602229;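 active means inhibition above the mean of all tested compounds plus 3 SD, cut at about 70% in these data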;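 further: 0% = DMSO with NR2E3 transfected cells and 100% = cells lacking NR2E3 construct; higher means lower luciferase signal from less NR2E3 corepressor binding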
Target sequence (Q9Y5X4 whole entry, looked up, the tested form may be a part): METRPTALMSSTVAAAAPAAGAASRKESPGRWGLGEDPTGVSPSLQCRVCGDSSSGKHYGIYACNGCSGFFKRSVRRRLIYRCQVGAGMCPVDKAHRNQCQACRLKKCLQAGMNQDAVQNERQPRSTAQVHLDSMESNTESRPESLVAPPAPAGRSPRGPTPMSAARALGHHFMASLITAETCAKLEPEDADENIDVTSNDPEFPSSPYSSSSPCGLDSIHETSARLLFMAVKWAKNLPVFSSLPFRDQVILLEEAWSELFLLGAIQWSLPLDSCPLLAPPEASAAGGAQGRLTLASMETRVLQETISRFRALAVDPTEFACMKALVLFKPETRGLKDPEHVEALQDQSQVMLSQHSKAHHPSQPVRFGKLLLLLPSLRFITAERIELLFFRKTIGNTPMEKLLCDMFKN
HIF-2a block: inhibitors of HIF-2a | 786-0 RCC cells HIF-2a reporter, luciferase luminescence, overnight | inhibition, % at 18.8 µM | 360,000 compounds, 0.72% hits | AID 624352;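 active means inhibition of the luminescence signal of 40% or more relative to plate controls, in a single-dose primary screen at 18.75 µM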
NR2E3 ag-2: NR2E3 (human) agonism; Q9Y5X4; GST-NR2E3/biotin-RetCOR TR-FRET, 1536-well; inhibition of corepressor binding, % at 4.78 µM; 320,000 compounds, 0.12% hits; AID 2300;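 active means percent inhibition above the cutoff of mean plus 3 SD of all tested compounds, set per screening campaign, cut at about 20% in these data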;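 further: 0% = DMSO wells and 100% = biotin wells as full block of FRET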
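Format: 1536-well format; test system: GST-NR2E3 and biotin-RetCOR proteins; read-out basis: percent inhibition of TR-FRET ratio; timing: 5 h incubation at 4 °C; detection: time-resolved FRET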
aDG glyco up: alpha-DG glycosylation activation; AID 624168; activation, % at 10 µM; 360,000 compounds, 0.22% hits; Pro5-aDG cells, alpha-DG glycosylation AlphaScreen (IIH6); 0% Pro5, 100% B10-LARGE cell signal;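 active means activation of at least 8% versus controls, or a plate z-score of at least 8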;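 further: Pro5 are CHO cells carrying HIG-tagged alpha-DG that lacks glycosylation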
CF NFkB block: inhibitors of cystic fibrosis induced NF-kB | inhibition, % at 5 µM | 360,000 compounds, 0.86% hits | AID 588850 | KKLEB NF-kB-GFP reporter, PAF-induced, GFP fluorescence overnight;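 active means at least 50% inhibition at 5 µM, scaled per plate between neutral and stimulator controls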;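 further: PAF is a Pseudomonas aeruginosa culture filtrate used as stimulus; plate controls were PAF-stimulated DMSO wells for no effect and unstimulated DMSO wells for full effect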
MITF TRPM1 inh: MITF TRPM1 promoter inhibition in SK-MEL-5 cells. inhibition, % at 12.5 µM. 330,000 compounds, 0.83% hits. SK-MEL-5 TRPM1 promoter luciferase, 24 h;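 active means mean inhibition across replicates of 60% or more, whatever share of single replicates reaches that level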; further: values of inactives mirror those of a sister screen read the other way
TWEAK-Fn14 inh: TWEAK-Fn14 signaling inhibition. TWEAK-stimulated Fn14 reporter cells, luciferase luminescence, 8 h. inhibition, % at 10 µM. 360,000 compounds, 2% hits; in the data active means inhibition above about 50%
hiPSC survival: increases survival of single human iPS cells. survival enhancement, % at 20 µM. hiPSC single-cell survival, ATPlite luminescence; 100% = ROCK inhibitor wells, 0% = DMSO. 360,000 compounds, 0.044% hits; in the data active means survival enhancement above about 18%;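 further: cells exposed to compounds for 16 hours before the ATP read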
* hit, by the source's call; nt = no result given.

compound,Peg3 promoter,Shn3 3UTR inh,HIF-2a block,KKLEB cytotox,aDG glyco up,hiPSC survival,NR2E3 ag-2,MITF TRPM1 inh,NR2E3 ag-1,CF NFkB block,TWEAK-Fn14 inh
O=C1CNC(=S)N1CCCn1ccnc1,3,-13,7,8,0.1,0.0,4,12,-8,-18,10
COc1ccc(CCC(=O)Nc2c(C)n(C)n(-c3ccccc3)c2=O)cc1,7,10,8,4,0.3,-0.8,-1,-4,6,4,0
COCCn1c(SCC(=O)Nc2cc(Cl)ccc2OC)nc2c(c1=O)SC(C)C2 (centres undefined),13,50,8,26,-0.1,-2.5,4,nt,-25,0,11
COc1cc(Br)c(C2C(C#N)=C(N)Oc3n[nH]c(-c4cccnc4)c32)cc1OC (centres undefined),13,3,0,-5,-0.5,-0.6,2,-11,-18,-2,17
O=c1[nH]c(C2CCN(S(=O)(=O)c3ccc4c(c3)OCCO4)CC2)nc2c1nnn2Cc1ccc(F)cc1,18,1,24,12,-0.1,-0.2,1,9,-2,12,21
CCOC(=O)C1=C(C)Nc2ccccc2N=C1NC(=O)Cc1ccc(Br)cc1,4,-4,12,-5,0.3,1.8,2,-5,23,4,10
CC1=NN(c2ccc(N)cc2)C(=O)C1,13,-8,7,-6,0.9,5.3,-2,4,-1,9,7
Cc1cccc[n+]1CC(=O)/C=C1\N(C)c2ccccc2C1(C)C,14,68,16,0,-0.3,-2.4,4,37,-23,7,28
Cc1nnc(NC(=O)CSc2nnc(Cc3ccccc3)n2-c2ccccc2)s1,-4,2,16,1,0.5,0.8,0,-3,-10,2,11
O=C(CCCNC(=O)c1ccc(Cl)cc1)NCc1ccccc1F,1,14,3,6,0.0,-0.2,-1,-11,-29,-21,14
Cc1ccc(S(=O)(=O)Nc2cccnc2Oc2ccc(Cl)cc2)cc1,17,13,6,0,-0.1,0.5,-1,1,-5,1,17
Cc1cccc(NC(=O)c2cc(NC(=O)c3ccco3)ccc2Cl)n1,5,14,-6,-11,0.3,-0.2,3,-1,0,12,-33
CC12CN3CCN(CC(C3)C1(O)CN1CCOCC1)C2 (centres undefined),-11,13,2,8,0.9,3.4,-1,6,9,-4,-12
O=C1NC(Cc2ccccc2)c2nc3ccc(F)cc3c(=O)n2-c2cc3ccccc3cc21 (centres undefined),24,1,18,-8,-0.4,1.9,nt,nt,-51,5,35
S=c1[nH]nc(C2CC2)n1Cc1ccccc1,7,-14,14,-11,-0.2,-2.3,-5,-7,-13,-3,9
COC(=O)Nc1ccc2c(c1)N(C(=O)CCCl)c1ccccc1S2,30,-1,34,0,0.3,0.8,nt,16,-7,3,-16
CCSc1nnc(NC(=O)CN2C(=O)C3CC=CCC3C2=O)s1 (centres undefined),15,1,11,-1,-0.1,4.0,5,10,-9,-13,4
COc1ccc(C(=O)Nc2cc3c(cc2N2CCCCC2)n(C)c(=O)n3C)cc1OC,13,-20,-12,-12,0.1,-0.4,2,-12,-2,9,-25
Cc1ccc2oc(=O)c3cc(C(=O)NCCN4CCN(C)CC4)sc3c2c1,-3,8,6,0,0.0,0.6,1,-16,15,-2,-31
COc1ccc(NC(=O)CSc2nc(C)cs2)c([N+](=O)[O-])c1,-43,-7,-61,-17,0.0,-4.7,nt,-23,-8,22,-6
CC(C)[C@H](NC(=O)c1cc2cc(Cl)ccc2n1C)C(=O)N1CCC(C(=O)O)CC1,-4,-1,17,11,-0.2,-0.6,1,3,-29,-8,3
Cc1ccc(S(=O)(=O)N2CCOCC2)cc1NC(=O)CSc1nnc(NC2CC2)s1,-18,22,8,-16,-0.2,-1.1,3,-1,-12,5,-7
CCCCN(CC)CCCNC(=S)Nc1ccc2nc3n(c(=O)c2c1)CCCCC3,-8,-25,-10,8,0.1,-0.4,-3,-23,9,0,-13
CC[C@]12c3[nH]c4ccc(Cl)cc4c3CCN1C(=O)[C@@H](CC(=O)NCCN1CCOCC1)C[C@@H]2C(=O)N1CCN(C(=O)C2CC2)CC1,0,-12,13,6,0.1,7.3,nt,2,-11,-5,1
CC1(C)CC[C@]2(C(=O)O[C@@H]3OC(CO)[C@@H](O)[C@H](O)[C@H]3O)CC[C@]3(C)C(=CCC4[C@@]5(C)CC[C@H](O[C@@H]6OC(C(=O)O)[C@@H](O)[C@H](O)[C@H]6O)C(C)(C)C5CC[C@]43C)[C@@H]2C1 (some centres undefined),-9,-15,1,12,0.2,-1.1,nt,2,1,-5,-1

Part of the list above in another layout:
Order of values: Peg3 promoter	Shn3 3UTR inh	HIF-2a block	KKLEB cytotox	aDG glyco up	hiPSC survival	NR2E3 ag-2	MITF TRPM1 inh	NR2E3 ag-1	CF NFkB block	TWEAK-Fn14 inh
Cc1cccc(NC(=O)c2cc(NC(=O)c3ccco3)ccc2Cl)n1
→ 5	14	-6	-11	0.3	-0.2	3	-1	0	12	-33
CCSc1nnc(NC(=O)CN2C(=O)C3CC=CCC3C2=O)s1 (centres undefined)
→ 15	1	11	-1	-0.1	4.0	5	10	-9	-13	4

Next section:
compound,Peg3 promoter,Shn3 3UTR inh,HIF-2a block,KKLEB cytotox,aDG glyco up,hiPSC survival,NR2E3 ag-2,MITF TRPM1 inh,NR2E3 ag-1,CF NFkB block,TWEAK-Fn14 inh
CCCCOc1ccc(C(=O)NCC(=O)NC2CCN(Cc3ccccc3)CC2)cc1,8,20,11,12,1.9,-0.4,0,5,-6,-16,4
Cc1nc(COC(=O)c2c(C)nn(-c3ccccc3)c2C)cs1,-187,-44,-152,-9,0.2,0.4,0,-75,-74,22,-30
CCCCSc1nc(C(=O)O)cc(=O)[nH]1,7,-2,14,10,0.0,-0.2,-3,6,3,-14,19
CCN(CC)CCCN1C=C2C(=O)C(C)(OC(=O)CCc3ccccc3)C(=O)C=C2C=C1c1ccc(C#N)cc1 (centres undefined),-2,22,12,-8,-0.1,0.1,7,5,-2,-32,11
CCOC(=O)N1CCN(CC(O)COc2cc(C)cc(C)c2)CC1 (centres undefined),-12,-4,12,2,0.1,0.2,4,-6,-3,6,4
COCc1c(C(=O)OC/C(O)=C(\C#N)c2nc3ccccc3[nH]2)oc2ccccc12,0,-17,-23,-14,0.0,2.0,-1,10,-15,0,-20
CC(C)c1nnc(NC(=O)CCCC(=O)O)s1,-2,-9,0,4,-0.1,0.4,0,5,-5,-9,76*
O=C(COC(=O)c1ccccc1SCC(=O)N1CCCC1)NC1CCS(=O)(=O)C1 (centres undefined),6,-13,-1,12,0.2,-0.2,5,-3,-11,-12,-8
CCN(CC)S(=O)(=O)c1cc(C(=O)Nc2cccnc2Cl)ccc1Cl,7,18,21,-1,1.6,5.6,1,4,18,2,9
Cc1cc(C)cc(NC(=O)Cn2nnc3ccccc3c2=O)c1,-3,-4,12,-5,0.5,-0.1,-1,15,20,30,-19
CCn1ncc(Br)c1C(=O)Nc1ccc(Cl)cn1,-10,-8,-13,-10,0.2,3.8,0,-7,-14,-8,16
O=C(O)C1=NN(c2ccccc2)C(=O)C1,6,3,6,-2,0.2,1.3,-1,6,-13,-8,6
CC1(C)Cc2c(sc3nc(C4CC4)n(N)c(=O)c23)CO1,0,7,3,-11,-0.1,0.2,0,1,-15,17,-3
COC(=O)c1ccccc1-c1ccc(/C=N/NC(=O)c2cc3ccccc3o2)o1,25,-18,4,15,-0.1,0.3,-1,9,1,-11,20
CNC(=O)c1cc(C(=O)c2ccc(C(F)(F)F)cc2)c[nH]1,-72,-23,-115,15,0.0,-0.9,-3,-38,-29,-21,-52
N=c1c(S(=O)(=O)c2ccc(Cl)cc2)cc2c(=O)n3ccccc3nc2n1Cc1cccnc1,22,-4,14,-31,0.2,0.1,0,40,-13,21,-54
CC(C)NC(=O)c1ccc(COc2cc(Cl)ccc2Cl)o1,14,-12,-40,-11,0.2,-0.4,-6,-5,-79,5,-25
CCN1CCN(S(=O)(=O)c2ccc(S(=O)(=O)N(CC)Cc3ccccc3)cc2)CC1,10,62,10,1,-0.2,-1.1,-2,7,9,-11,-6
Cc1cc(C(=O)N2CCCC(N3CCN(c4ccccc4C)CC3)C2)nc(C)n1 (centres undefined),16,-13,6,0,-0.1,-0.2,5,2,-26,7,-1
O=C(NC1CCN(C(=S)NCc2ccco2)CC1)NC12CC3CC(CC(C3)C1)C2,17,13,9,0,0.0,-0.6,3,5,-21,-22,8
NC(=O)c1c(NC(=O)c2ccccc2)sc2c1CCc1ccccc1-2,-250,-105,-290,6,-0.1,-3.2,2,-41,-123,-22,56*
O=C(NCc1ccccc1C(F)(F)F)C1CC(c2ccccc2C(F)(F)F)=NO1 (centres undefined),8,13,-10,-10,0.7,-0.3,1,-17,-10,13,-8
CC(NC(=O)c1cc(-c2ccccc2)on1)c1ccccc1 (centres undefined),-29,0,-36,8,0.4,-0.5,0,-15,-12,-1,-8
CCc1ccccc1NC(=S)N1CCC(C(=O)c2ccc(F)cc2)CC1,0,-4,0,14,0.2,1.9,3,-10,-24,-18,-8
CCN(CC)CCCNC(=O)CCn1nc(-c2ccccc2)ccc1=O,13,-30,24,-4,-0.1,0.8,1,10,-22,1,9
COc1cccc(NC(=O)CN(C)C(=O)C2CC3C=CC2C3)c1 (centres undefined),-2,64,3,2,0.4,8.3,nt,5,5,-15,-8
CCOC(=O)COc1cccc2c(=O)n(CC(=O)N3CCc4ccccc43)ccc12,0,-21,11,1,0.1,-0.5,0,-6,-11,0,9
Cc1ccc(NC(=Nc2ccc(Br)cc2)N2CCOCC2)cc1C,-64,13,-46,-1,0.2,0.0,-2,-20,-27,0,-26
CN(C)CCCN(C(=O)c1ccc2c(c1)CCCC2)c1nc2cc3c(cc2s1)OCO3,57*,-3,3,7,0.8,-0.6,3,-4,16,14,6
Cc1cccc(S(=O)(=O)Nc2ccc(-c3ccc4nncn4n3)cc2)c1,4,0,21,-2,0.0,-0.1,-1,3,-18,23,3
CCC1COCCS(=O)(=O)N1Cc1ccccc1 (centres undefined),0,-6,-1,16,2.0,2.7,1,-1,5,-7,-10
Cc1ncc([N+](=O)[O-])n1CC(=O)Nc1ccc(Cl)cc1,14,6,22,0,0.1,-0.2,-1,-15,-6,-9,19
CCc1ccccc1N(C(=O)CCC(=O)Nc1cc(C)on1)C(C(=O)NC1CCCC1)c1ccco1 (centres undefined),-7,-7,-54,-9,-0.1,-2.8,4,9,0,1,4
COc1cccc(NC(=O)c2ccc(CN3CCOCC3)cc2)c1,-135,-70,-194,-1,-0.2,-2.4,-1,-51,-50,-1,-5
COc1ccc(C2/C=C\CN(C(=O)C3CCCCC3)CC(=O)N2Cc2ccc(F)cc2)cc1 (centres undefined),3,-17,5,-5,0.2,-3.5,1,-3,-10,-9,-9
CO/N=C/NC(=O)NOCc1c(Cl)cccc1Cl,-1,-6,-3,-6,-0.1,-2.4,4,-4,15,10,2

High-throughput results (PubChem)
